# TNAP activation fold: stimulation of alkaline phosphatase TNAP activity – biochemical, luminescent, no phosphate acceptor, uHTS, primary screen (AID 1001); one-dose activation fold at 20 µM; EC50 in µM for titrated hits; purified TNAP, luminescent activation assay, no phosphate acceptor; higher activation fold means a stronger effect; 200,000 tested, 0.03% active; in the data active = activation fold from about 3, or a potency from the dose series; inactive = the rest, 99 in 100 with activation fold below about 1.6; note: many of its hits are not listed in these tables
# CSM14.1 death rescue: protection against thapsigargin-triggered cell killing – 384-well, CSM14.1, ATP luminescence, primary screen (AID 1222); CSM14.1 thapsigargin-induced death rescue, ATP luminescence; higher % means a stronger effect; cellular ATP content (survival), % at 20 µM; hits with a dose series show EC50 in µM; 190,000 tested, under 10 active;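 active = EC50 below 50 µM in the dose-response confirmation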;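 note: death triggered by thapsigargin at about 15 µM added after 2 h compound pretreatment; cell ATP read after overnight thapsigargin exposure of roughly 18 to 22 hours; normalized against plate controls of thapsigargin alone and 5% DMSO vehicle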
# UTI89 phage lysis: inhibition of K1F phage lysis, E. coli UTI89, bacterial capsule biogenesis inhibitors, alamar blue (AID 488966). inhibition, % at 100 µM; hits with a dose series show IC50 in µM. E. coli UTI89 K1F phage lysis, alamar blue, 2 h; higher % means a stronger effect. 340,000 tested, 0.02% active;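 active = phage lysis inhibition, versus mean bacterial control, above a set limit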;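 note: capsule biogenesis inhibitors block K1F phage lysis so surviving cells raise fluorescence; higher fluorescence means more inhibition of phage lysis; actives were called in the ten point dose series up to 300 µM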
# PMI inhibition: MPI inhibition at elevated mannose 6-phosphate – biochemical, fluorescence intensity, high mannose 6-phosphate, primary screen (AID 1220). recombinant PMI enzyme, coupled fluorescence intensity; higher % means a stronger effect. inhibition, % at 20 µM; hits with a dose series show IC50 in µM. 190,000 tested, 0.66% active
# human PMI inhibition: inhibitors of human PMI, primary screen, biochemical, fluorescence intensity, coupled assay (AID 1209); purified PMI enzyme, coupled fluorescence intensity; higher % means a stronger effect; 190,000 tested, 0.42% active; one-dose inhibition, % at 20 µM; IC50 in µM for titrated hits;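 note: plate controls were DMSO vehicle for no effect and wells lacking substrate for full effect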
# Myeloid diff 2: myeloid differentiation induction; 360,000 tested, 1% active; ER-HoxA9 myeloid progenitors, lysozyme-GFP differentiation, flow cytometry; calls only at 10 µM;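 active = normalized GFP-positive differentiation at or above the plate's own cutoff, the solvent-only control mean plus 3 SD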;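 note: cells exposed to compound for four days before flow analysis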
# Lipid droplet: hepatic lipid droplet formation modulation; AML12 mouse hepatocytes, oleate lipid droplets, BODIPY imaging; inhibition, % at 6.5 µM; 240,000 tested, 0.4% active;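 active = lipid droplet intensity inhibited by at least 50%, with more than 500 cells counted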
#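 Assay system: AML12 mouse liver cells | Compound dosing: One dose, 6.5 µM compound | Read-out basis: Droplet intensity reduction, % inhibition | Measured by: Fluorescence imaging, 20x objective, two fields per well | Schedule: Overnight treatment with compound plus oleate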
# P. falciparum M1AAP: malaria alanyl aminopeptidase activity blockers – biochemical, fluorogenic H-Leu-NHMec substrate, 1536-well (AID 1445). recombinant M1AAP, H-Leu-NHMec fluorogenic kinetic assay; higher % means a stronger effect. inhibition, % at 30 µM, or IC50 in µM where a hit was titrated. 220,000 tested, 0.42% active;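 active = primary inhibition above the hit cutoff, then over 50% inhibition at one or more dose response concentrations, cut at about 23% in these data, passing the limit was not always enough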;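 note: plate controls were DMSO full reaction for no effect and no enzyme background for full effect; strong numbers were not always called active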
# WT yeast gro inh: growth inhibition of WT yeast, mitochondrial fusion screen. mitochondrial fusion phenotypic screen, WT strain. inhibition, % at 10 µM. 190,000 tested, 2.1% active; in the data active = inhibition above about 58%; tested in S. cerevisiae
# WT yeast gro inh mutant strain: also measured in WT yeast gro inh; calls as there; inhibition, %; mitochondrial fusion phenotypic screen, mutant strain inhibition
# Lipid droplet cells 6.5 µM: also measured in Lipid droplet; calls as there; cell count; measured here: cell count, cytotoxicity flag;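 cells counted across two imaged fields per well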
# Myeloid diff 2 GFP+ MAC1+ %: further read-out of Myeloid diff 2, marked with its call; GFP+ MAC1+ double positive, %; measured here: differentiation confirmed by MAC1 staining
# * hit, by the source's call; i = inactive; nt = no result given; + = active, no number; [ ] = remark or other dose. Cut-off read from the data, not from the text of the source, unless noted: active = inhibition above about 50%; inactive = the rest.
SMILES,TNAP activation fold,CSM14.1 death rescue,UTI89 phage lysis,PMI inhibition,human PMI inhibition,Myeloid diff 2,Myeloid diff 2 GFP+ MAC1+ %,Lipid droplet,Lipid droplet cells 6.5 µM,P. falciparum M1AAP,WT yeast gro inh,WT yeast gro inh mutant strain
Cc1nn(-c2ccc(F)cc2)c(C)c1NS(=O)(=O)c1ccc2ccccc2c1,1.1,0.2%,0.0%,7%,10%,i,1.4,nt,nt,0%,2,11
CCc1nnc(NC(=O)c2c(OC)cccc2OC)s1,1.1,-3.2%,0.1%,1%,10%,i,7.7,0,565,3%,6,10
CC(=O)NC(Cc1c[nH]c2ccccc12)C(=O)NCc1ccc2c(c1)OCO2 (stereo unspecified),1.1,-1.8%,3.1%,0%,5%,i,9.1,13,753,14%,11,9
CCOC(=O)c1cccc2c1-c1ccccc1/C2=N/O,1,1.8%,2.6%,6%,6%,i,1.3,nt,nt,14%,73*,61*
CCOc1cc(N2CCOCC2)c(OCC)cc1NC(=O)COc1cccc2cccnc12,1,-0.2%,0.2%,25%,-2%,i,1.6,nt,nt,12%,-3,-17
CC(C)(C)OC(=O)N1CCC(c2cc(-c3cccs3)n[nH]2)CC1,0.6,-0.1%,0.0%,8%,12%,i,0.3,-12,687,4%,41,53
CCOc1cc(N2CCOCC2)c(OCC)cc1NC(=O)c1ccc2ccccc2n1,1,0.0%,-0.4%,49%,18%,i,0.1,13,659,5%,2,-2
CCOC(=O)c1oc2ccc(S(=O)(=O)n3nc(-c4ccccc4)cc3N)cc2c1C,1.1,1.5%,0.8%,14%,13%,+,15*,nt,nt,2%,-3,-13
N#CC1=C(N2CCCCC2)c2cc3c(n2C1=O)CCCC3,1.1,-0.5%,0.7%,10%,13%,i,1.1,nt,nt,6%,16,6
CC(C)c1nc(SCC(=O)Nc2ccc([N+](=O)[O-])cc2Br)n[nH]1,1,-1.0%,0.3%,12%,8%,i,0.6,22,680,7%,-17,2
O=C(COC(=O)CC1CC2CCC1C2)Nc1ccc(F)cc1 (stereo unspecified),1.1,-2.2%,0.0%,-6%,-2%,i,0.0,-8,707,-1%,9,16
O=[N+]([O-])c1ccc(OCC2CC(c3ccccc3)=NO2)cc1 (stereo unspecified),nt,nt,-0.3%,nt,nt,i,0.8,-2,712,8%,nt,nt
Cc1cc(=O)oc2cc(OCC(O)CN3CCN(c4ccc(F)cc4)CC3)ccc12 (stereo unspecified),1.1,0.8%,0.8%,7%,3%,i,1.8,nt,nt,7%,6,-5
Cc1cc(Cl)ccc1Oc1ccc(C(N)=O)cc1[N+](=O)[O-],1,-1.4%,4.9%,6%,4%,i,0.1,-1,719,-1%,-10,7
CCc1ccc(OCc2nnc(SCCN3CCOCC3)n2C)cc1,1.1,-2.4%,0.0%,-5%,3%,i,1.0,nt,nt,0%,5,24
O=C(O)c1cc(N/N=C/c2ccc3c(c2)OCCO3)ccc1Cl,1.1,-1.0%,-1.6%,-36%,-36%,i,0.0,1,703,10%,-3,-1
Cc1ccc2c(c1)C1CN(C)CCC1N2C(=S)NC(=O)c1ccc(Cl)cc1Cl (stereo unspecified),nt,nt,0.3%,nt,nt,i,0.7,17,637,8%,nt,nt
COc1cc(CNCCCN2CCOCC2)cc(Br)c1OCc1ccc(Cl)cc1,1.1,-3.8%,9.8%,-6%,-8%,nt,nt,-14,653,-8%,84,92
COc1ccccc1CN=C1NC(=O)C(CC(=O)Nc2ccc(OC)c(OC)c2)S1 (stereo unspecified),1.1,-3.5%,-0.5%,-5%,1%,i,4.2,-22,708,6%,-2,17
Cc1cc(C(=O)NNC(=O)c2cccc(S(=O)(=O)N3CCOCC3)c2)c2ccccc2n1,1,2.2%,1.1%,-11%,-15%,i,0.4,1,762,2%,0,5
Cn1c(=O)c(C(=O)COC(=O)c2cc(C(F)(F)F)nc3ccccc23)c(N)n(Cc2ccccc2)c1=O,1,2.0%,nt,12%,-2%,nt,nt,-12,745,0%,35,-13
COc1ccc(Oc2coc3cc(OC(=O)/C=C/c4ccccc4)ccc3c2=O)cc1,1,-1.4%,-0.1%,6%,8%,i,0.1,-3,643,11%,10,-3
CC1(C)SCC(C(=O)O)N1C=O (stereo unspecified),1.1,2.4%,0.0%,-4%,-2%,i,0.5,4,778,3%,10,4
O=C(C1CC1)N1CCCN(C(=O)C2CC2)CC1,1.1,-0.9%,1.5%,6%,6%,i,0.9,nt,nt,-1%,11,-2
COc1cccc(CNC(=O)C(=O)NCC(c2ccco2)N2CCOCC2)c1 (stereo unspecified),1.2,-2.9%,5.4%[50 µM],-6%,-9%,i,0.4,0,641,-1%,-12,19
Cc1cc(CNC(=O)COc2ccc(F)cc2F)c2ccccc2n1,1.1,0.6%,0.3%,-3%,-2%,i,0.8,1,750,5%,-13,-7
CC(NC(=O)c1ccccc1NC(=O)c1ccncc1)c1ccccc1 (stereo unspecified),1,0.0%,0.4%,8%,7%,i,0.4,-8,659,-2%,1,6
O=C(CN1CCN(CC(=O)Nc2ccc3c(c2)OCO3)CC1)Nc1ccc(F)cc1,1.1,-3.2%,0.0%,-4%,0%,i,1.4,-16,754,6%,-11,-27
CCOc1ccc(C(NC(C)=O)c2ccc(OC)c(OC)c2)cc1 (stereo unspecified),1.2,0.6%,-0.1%,6%,4%,i,0.4,-25,652,2%,5,-7
O=C(Nc1ccc2oc(-c3ccncc3)nc2c1)c1cccs1,1,nt,2.0%,1%,4%,i,0.5,-12,679,2%,17,12
O=C(CCCN1Cc2ccccc2C1)c1ccc(F)cc1,1.1,-2.3%,0.5%,-10%,-6%,i,0.9,nt,nt,16%,-4,-4
CCCN1C(=O)/C(=N\OCC(=O)Nc2ccc(C(C)C)cc2)c2ccccc21,1.1,18%,1.1%,2%,18%,i,0.9,0,634,12%,3,3
COc1ccccc1NS(=O)(=O)c1ccc(N/N=C/c2c(C)nn(-c3ccccc3)c2N2CCCC2)c([N+](=O)[O-])c1,0.7,1.4%,1.4%[50 µM],-2%,-1%,i,0.4,100*,636*,8%,18,3
O=C(NCc1ccco1)c1cccc(NC(=O)c2ccco2)c1,1.1,0.2%,0.8%,1%,10%,i,0.7,8,817,5%,-6,6
O=C(COc1ccc2ccc(=O)oc2c1)N1CCN(c2ccccc2)CC1,1.1,-0.1%,0.2%,8%,1%,i,0.4,4,669,6%,-10,7
CCS(=O)(=O)CCn1c([N+](=O)[O-])cnc1C,1.1,-2.3%,2.9%,-5%,0%,i,2.7,-2,720,11%,-7,-6

# Whole records as entered above.
# `Cc1cc(CNC(=O)COc2ccc(F)cc2F)c2ccccc2n1` in the list: TNAP activation fold: 1.1; CSM14.1 death rescue: 0.6%; UTI89 phage lysis: 0.3%; PMI inhibition: -3%; human PMI inhibition: -2%; Myeloid diff 2: i; Myeloid diff 2 GFP+ MAC1+ %: 0.8; Lipid droplet: 1; Lipid droplet cells 6.5 µM: 750; P. falciparum M1AAP: 5%; WT yeast gro inh: -13; WT yeast gro inh mutant strain: -7
# `O=C(CN1CCN(CC(=O)Nc2ccc3c(c2)OCO3)CC1)Nc1ccc(F)cc1` in the list: TNAP activation fold: 1.1; CSM14.1 death rescue: -3.2%; UTI89 phage lysis: 0.0%; PMI inhibition: -4%; human PMI inhibition: 0%; Myeloid diff 2: i; Myeloid diff 2 GFP+ MAC1+ %: 1.4; Lipid droplet: -16; Lipid droplet cells 6.5 µM: 754; P. falciparum M1AAP: 6%; WT yeast gro inh: -11; WT yeast gro inh mutant strain: -27

# Going on with the list:
SMILES,TNAP activation fold,CSM14.1 death rescue,UTI89 phage lysis,PMI inhibition,human PMI inhibition,Myeloid diff 2,Myeloid diff 2 GFP+ MAC1+ %,Lipid droplet,Lipid droplet cells 6.5 µM,P. falciparum M1AAP,WT yeast gro inh,WT yeast gro inh mutant strain
CCN(CC)c1cc(C)c(C#N)c2nc3ccccc3n12,nt,nt,-0.4%,nt,nt,i,0.4,-8,745,-3%,nt,nt
O=C(O)CNS(=O)(=O)Cc1ccccc1,nt,nt,2.5%,nt,nt,i,0.9,5,714,2%,nt,nt
CC(C)CC(c1nnnn1C1CCCC1)N1CCN(C(=O)c2ccco2)CC1 (stereo unspecified),1.1,-0.5%,-0.4%,-27%,-13%,+,4.3*,-1,773,-2%,13,5
Cn1cccc1C(=O)OCC(=O)N1c2ccccc2NC(=O)C1(C)C,1,nt,-0.3%,6%,4%,i,0.4,0,678,-1%,13,0
COc1ccc(N=Nc2cc(C)c(O)c(CN3CCCCC3)c2)cc1,nt,nt,0.6%,nt,nt,i,1.0,4,751,2%,nt,nt
Nc1nc(SCC(=O)NC2CCCC2)[nH]c(=O)c1NC(=O)c1cccs1,nt,nt,0.4%[50 µM],nt,nt,i,1.0,-11,694,-7%,nt,nt
COc1ccc(CN=CC2=C(O)CNC2=O)cc1,1.1,2.2%,0.1%,0%,2%,i,1.1,5,764,-1%,nt,nt
CCOC(=O)c1sc2ncn(CC(=O)NCC3CCCO3)c(=O)c2c1C (stereo unspecified),1.1,3.6%,1.8%,6%,10%,i,0.9,-9,728,4%,3,3
O=C(CNC(=O)c1cccc(Br)c1)N/N=C/c1cn[nH]c1-c1ccccc1,0.9,-0.9%,-0.2%,1%,13%,i,0.5,5,614,6%,11,-12
O=C1C2CC=CCC2C(=O)N1c1ccc(Cc2ccncc2)cc1 (stereo unspecified),1.1,-1.5%,0.3%,9%,5%,i,7.5,-1,714,6%,-5,1
CC(C)C(=O)Nc1cccc(-c2csc(-c3ccccc3)n2)c1,1,11%,5.6%,12%,18%,i,0.4,-16,564,12%,14,0
COc1ccc(OC)c(NC(=O)N2CCCC(C)C2)c1 (stereo unspecified),nt,nt,0.2%,nt,nt,i,0.2,0,694,2%,nt,nt
CCN(CC)S(=O)(=O)c1cccc(C(=O)OCC(=O)c2ccc3c(c2)OCCO3)c1,1.1,-0.9%,3.2%,8%,11%,i,0.8,-42,617,13%,-23,-22
CC(C)(C)C(=O)NC(NC(=O)C(C)(C)C)c1ccc([N+](=O)[O-])cc1,1.1,-0.2%,2.1%,3%,-6%,i,0.4,-10,641,1%,2,-5
C=C1CCN([C@@H](C)C(=O)NCCCCCC)S(=O)(=O)c2ccccc21,nt,nt,4.0%,nt,nt,i,1.6,-15,704,2%,nt,nt
O=C(CSc1nc2[nH]ncc2c(=O)n1-c1ccccc1)c1ccc2c(c1)OCCO2,1.1,nt,11%,11%,11%,i,0.2,-9,715,-8%,-3,-7
O=C(Nc1ccc(Oc2ccc(NC(=O)C3CCCO3)cc2)cc1)C1CCCO1 (stereo unspecified),1.2,0.7%,-0.1%,17%,18%,i,1.2,nt,nt,-2%,2,0
O=C(O)CCNS(=O)(=O)c1ccccc1C(F)(F)F,1.1,-0.2%,2.1%,-6%,-3%,i,1.6,6,684,15%,-23,17
O=C(NC1CCCCC1)NC1(C(=O)N2CCN3CCCC3C2)CCCCC1 (stereo unspecified),1.7,-1.6%,-1.7%,-6%,-4%,i,1.0,0,694,5%,-5,9

# Bioassay records (PubChem BioAssay)
